Compound activity deposited in PubChem by Sanford-Burnham Center for Chemical Genomics.
697 NFkB inh = inhibitors of PMA/ionomycin-induced NF-kB reporter, 697 cells, primary screen, B-cell NF-kB inhibitor project, cell-based, luminescence, uHTS; 697 B-cell NF-kB luciferase reporter, 16 h; inhibition, % at 4 µM; actives 0.33% (n = 330,000); in the data active = inhibition above about 35%
EBI2 antag = EBI2 receptor antagonists, beta-arrestin recruitment, primary screen, cell-based, luminescence, 7a,25-OHC stimulation, uHTS; G-protein coupled receptor 183 (Homo sapiens), P32249; 7a,25-OHC stimulated; inhibition, % at 5 µM; actives 0.81% (n = 360,000); AID 651636, 2012; in the data active = inhibition above about 38%;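 also: enzyme fragment complementation signal reports receptor beta-arrestin coupling in cells; 0% = agonist plus DMSO wells and 100% = wells without agonist; some results beyond the cut were filed as inactive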
CCR6 antag = CCR6 receptor antagonists, primary screen, cell-based, CHO-K1, luminescence, beta-arrestin, uHTS. actives 0.49% (n = 340,000). inhibition, % at 20 µM. CHO-K1 CCR6 PathHunter beta-arrestin, CCL20-stimulated. C-C chemokine receptor type 6 (Homo sapiens), P51684;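 active = compounds whose inhibition of the agonist-driven luminescence signal at 20 µM reaches about 50%, limit read from the data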;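 also: cells stimulated with CCL20 at 14 nM final; plate controls were DMSO with CCL20 for no effect and DMSO without agonist for full effect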
Target sequence (P51684 whole entry, looked up): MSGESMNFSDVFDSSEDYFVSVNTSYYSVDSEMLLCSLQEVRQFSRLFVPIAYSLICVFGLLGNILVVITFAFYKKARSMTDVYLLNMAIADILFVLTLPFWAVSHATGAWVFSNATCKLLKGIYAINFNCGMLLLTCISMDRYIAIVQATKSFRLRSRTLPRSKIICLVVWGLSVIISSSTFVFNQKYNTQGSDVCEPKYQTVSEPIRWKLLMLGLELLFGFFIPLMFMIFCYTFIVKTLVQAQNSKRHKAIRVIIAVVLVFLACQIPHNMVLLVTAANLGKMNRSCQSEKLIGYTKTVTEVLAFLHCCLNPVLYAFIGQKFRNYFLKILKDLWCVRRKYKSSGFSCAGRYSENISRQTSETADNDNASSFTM
SENP8 block = SENP8 protease inhibitors, primary screen, biochemical, luminescence; Sentrin-specific protease 8 (Homo sapiens), Q96LD8; purified SENP8, Z-RLRGG-aminoluciferin cleavage; inhibition, % at 10 µM; actives 1.2% (n = 330,000)
Target sequence (Q96LD8 whole entry, looked up): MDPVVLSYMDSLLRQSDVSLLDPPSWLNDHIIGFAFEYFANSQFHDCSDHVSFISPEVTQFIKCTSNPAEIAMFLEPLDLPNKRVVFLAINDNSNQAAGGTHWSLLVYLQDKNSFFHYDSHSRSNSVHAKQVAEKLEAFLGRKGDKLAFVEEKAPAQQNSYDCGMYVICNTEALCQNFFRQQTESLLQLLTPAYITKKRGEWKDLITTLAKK
UBC13 inh = UBC13 polyubiquitin chain formation inhibitors, primary screen, biochemical, TR-FRET, uHTS | Ubiquitin-conjugating enzyme E2 N (Homo sapiens), P61088 | inhibition, % at 20 µM | actives 0.47% (n = 330,000); in the data active = inhibition above about 45%, passing the limit was not always enough
Target sequence (P61088 whole entry, looked up): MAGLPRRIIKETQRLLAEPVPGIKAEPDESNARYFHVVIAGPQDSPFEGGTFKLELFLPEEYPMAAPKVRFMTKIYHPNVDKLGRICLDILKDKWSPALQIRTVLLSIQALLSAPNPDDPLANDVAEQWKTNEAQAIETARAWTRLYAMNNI
Apaf1 inhib = inhibitors of human Apaf-1 apoptosome, primary screen, biochemical, DEVD-Rh110 fluorescence, uHTS. reconstituted apoptosome caspase-3 activity. inhibition, % at 20 µM. actives 0.71% (n = 330,000). AID 489030, 2010; active = inhibition of at least 40% at 20 µM;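 also: plate controls were DMSO wells for no effect and DEVD-CHO caspase inhibitor wells for full effect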
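detection = Rh110 fluorescence intensity | test system = biochemical Apaf-1 apoptosome reconstitution | also added = cytochrome c and DEVD-Rh110 substrate | schedule = 30 min plus 50 min, RT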
Jurkat NFkB inh = inhibitors of induced NF-kB luciferase reporter, primary screen, TCR NF-kB activation inhibitor project, cell-based, luminescence, uHTS. Jurkat, PMA/ionomycin-induced NF-kB luciferase reporter. inhibition, % at 4 µM. actives 0.53% (n = 330,000). AID 435003, 2010
Gli-Sufu block = Gli-Sufu pathway antagonists, primary screen, luciferase luminescence, Sufu-KO-LIGHT cells, uHTS | Sufu-KO-LIGHT fibroblasts, Gli luciferase reporter luminescence | inhibition, % at 5 µM | actives 0.74% (n = 340,000);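 active = inhibition above about 55%, limit read from the data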;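 also: 0% = DMSO-treated cells and 100% = wells with medium but no cells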
Active calls of the source: *; . = no result given. Rule as the data show it, unless noted: active = inhibition above about 50%; inactive = the rest. Some of the compounds tested; the hit share may differ from the screen's.

SMILES | 697 NFkB inh | EBI2 antag | CCR6 antag | SENP8 block | UBC13 inh | Apaf1 inhib | Jurkat NFkB inh | Gli-Sufu block
O=C(Nc1ccc2c(c1)OCO2)C1CCCN1C(=O)OCc1ccccc1 (stereo not drawn) | -38 | -10 | 15 | -2 | -16 | -6 | -6 | -1
CC1(C)CC(=O)C2=C(C1)NC(=O)CC2c1ccc(N(CCC#N)CCC#N)cc1 (stereo not drawn) | 9 | -11 | 3 | -5 | -10 | -27 | -5 | 10
CCOC(=O)CSc1nnc([C@H](C)NC(=O)OC(C)(C)C)o1 | -4 | -9 | -6 | -12 | 1 | -2 | -10 | -3
CC1=CC2=NC(=O)CC(C)(C(=O)N(CC(=O)NC(C)(C)C)Cc3cccs3)N2C=C1 (stereo not drawn) | -7 | 1 | -6 | 0 | 15 | -12 | 7 | -1
COc1ccccc1C(=O)OCC(=O)Nc1cc(S(=O)(=O)N2CCOCC2)ccc1N1CCCC1 | -6 | -5 | -5 | -7 | -9 | 9 | -6 | -9
CC1CC(C)(C)N2C(=O)C(=C(C#N)C#N)c3cccc1c32 (stereo not drawn) | 9 | -17 | -1 | -5 | -3 | 4 | 16 | 5
CCOC(=O)c1cc(-c2ccccc2)sc1NC(=O)CSc1nnnn1C | -8 | 18 | 7 | 4 | -9 | 6 | 13 | -7
Cc1nn(-c2ccccc2)c(C)c1C(=O)NNC(=O)C(F)(F)F | 10 | -4 | 14 | -2 | 6 | 1 | 9 | -1
CC(NC(=O)NC(N)=O)(C(F)(F)F)C(F)(F)F | 11 | -2 | -8 | 1 | 7 | -11 | 4 | -2
COC(=O)c1cccc(NS(=O)(=O)c2ccc(OC)c(OC)c2)c1C | -5 | -3 | 4 | 0 | 5 | 6 | -7 | 8
CN(C)c1ccc(NC(=O)c2ccc(N3CCOCC3)nc2)cc1 | -23 | 3 | -5 | 10 | -11 | -1 | -22 | -16
CCOC(=O)N/N=C\c1ccc([N+](=O)[O-])o1 | 4 | -1 | -18 | -1 | -13 | -20 | 9 | 3
Cn1ncc([N+](=O)[O-])c1C(=O)Nc1nccs1 | 6 | -4 | 0 | -9 | 4 | -2 | 10 | 3
Cc1cc(C)c(NC(=O)CSc2nnc(-c3ccncc3)n2Cc2ccco2)c(Cl)c1 | -6 | 5 | -3 | -9 | -4 | 12 | 1 | 6
CC(OC(=O)c1ccco1)C(=O)NC1CCCC1 (stereo not drawn) | -8 | -1 | 8 | -8 | -2 | 6 | 3 | -5
COC(=O)[C@H](CCSC)NC(=O)Nc1ccc(C(C)C)cc1 | 17 | 0 | 0 | -3 | 8 | -7 | 5 | -3
O=S(=O)(c1ccccc1)C1(C2CC(c3ccccc3)=NO2)CC(O)C1 (stereo not drawn) | 13 | -2 | -1 | -2 | 3 | -6 | 13 | 1
CN(CC(=O)N(CCO)Cc1ccccc1)S(=O)(=O)c1ccc2c(c1)c(=O)n(C)c(=O)n2C | -6 | -6 | 6 | -5 | -2 | -5 | 10 | 3
CC1CCN(c2ccc(NC(=O)c3ccccc3[N+](=O)[O-])cc2)CC1 | -8 | -14 | 8 | 1 | 4 | 3 | -31 | -9
O=C(CSc1nc2ccccc2c(=O)n1-c1ccc(F)cc1)Nc1ccc(N2CCOCC2)cc1 | -13 | 6 | 25 | 10 | 9 | -2 | -5 | 16
CCC(=O)Nc1ccc(N2CCN(Cc3ccccc3)CC2)cc1 | 5 | -9 | 12 | -2 | 4 | -3 | 2 | .
COc1ccc(C2CC(c3ccccc3)=NN2c2ccc(Cl)c(C(=O)O)c2)cc1 (stereo not drawn) | -18 | 2 | 0 | -9 | -4 | 25 | -12 | -3
CCOC(=O)CC1C(=O)NCCN1S(=O)(=O)c1ccc(Br)cc1 (stereo not drawn) | 6 | -13 | 12 | 3 | 7 | -7 | 6 | -13
Cc1cccc(C)c1NC(=O)C(=O)NCCOc1ccc(Cl)cc1 | -2 | 51* | -10 | -10 | -19 | 10 | -7 | 10
c1csc(CNc2ncnc3ccc(-c4ccc5c(c4)OCCO5)cc23)c1 | -7 | 4 | 13 | 6 | 11 | 14 | 3 | -5
Later entries.
SMILES | 697 NFkB inh | EBI2 antag | CCR6 antag | SENP8 block | UBC13 inh | Apaf1 inhib | Jurkat NFkB inh | Gli-Sufu block
CC(=O)c1cc(NC(=O)c2ccc(C)cc2)c(=O)oc1C | 4 | -6 | 4 | -12 | -1 | 8 | -2 | -17
CC(C)(C)NC(=O)COC(=O)C1c2ccccc2Oc2ccccc21 | -2 | 4 | 8 | 3 | 4 | 3 | 3 | -28
COc1ccc(CCNC(=O)CN2C(=O)NC(c3ccccc3)(c3ccccc3)C2=O)cc1 | -19 | 22 | 8 | -11 | 1 | 17 | -13 | -1
CCCc1nc(C)cc(N2CCN(c3ccccc3)CC2)n1 | -13 | 1 | 12 | 0 | 5 | 10 | -15 | .
COc1ccc(N(CC(=O)NCCSC2CCCCC2)S(C)(=O)=O)c(OC)c1 | 3 | -2 | -5 | -2 | -4 | -1 | 0 | 4
O=C(NCC(=O)N1CCOCC1)c1ccc(Cl)c(Cl)c1 | 1 | 1 | 4 | 2 | 4 | -5 | -2 | -19
CCC(C)NC(=O)C1CCN(S(=O)(=O)c2ccc(-n3cnnn3)cc2)CC1 (stereo not drawn) | -8 | 0 | -2 | -4 | 7 | 7 | -8 | -12
O=C(c1cccs1)N1CCN(C(=O)C(c2ccccc2)c2ccccc2)CC1 | -4 | 0 | 17 | -9 | -6 | 3 | -21 | 8
Cc1ccc(S(=O)(=O)N(Cc2ccc(F)cc2)Cc2ccco2)cc1 | -5 | 5 | 20 | 1 | -2 | 15 | 9 | 1
O=C(/C=C/c1cccc(F)c1)N1CCN(c2ccccn2)CC1 | 10 | 77* | 4 | 0 | 2 | -23 | -11 | -33
C=CC1CN(CC(=O)OC)S(=O)(=O)c2ccccc21 (stereo not drawn) | 13 | 6 | 3 | -3 | 6 | -3 | -14 | -14
CC(=O)c1ccc(NC2=C(N3CCOCC3)C(=O)c3ccccc3C2=O)cc1 | -38 | -16 | 13 | 29 | -52 | 80* | -22 | 4
CC(C)Oc1cccc(C(=O)Nc2ccc(NC(=O)c3ccco3)cc2)c1 | -17 | -3 | -6 | -4 | -2 | -5 | 5 | -2
Cc1ccc(-c2ccc(C)c(N)c2C)c(C)c1N | 1 | -7 | 1 | -14 | -3 | 1 | -6 | -11
CCOc1ccccc1C1C2C(=O)N(c3ccccc3)C(=O)C2ON1c1ccccc1 (stereo not drawn) | 12 | 7 | -1 | -2 | 9 | -4 | 15 | 4
O=C(CCN1C(=O)c2ccccc2C1=O)Nc1ccc(F)cc1F | 4 | -13 | 1 | 1 | 4 | -21 | -3 | -5
COc1ccc(CN2CCNC(=O)C2CC(=O)NCCC2=CCCCC2)cc1OC (stereo not drawn) | 15 | 2 | -3 | -6 | -10 | -7 | 8 | 6
ON=C1c2ccccc2-c2ccccc21 | -10 | -9 | 6 | -3 | 12 | 7 | -2 | -24
S=c1[nH]nc(-c2ccccc2Cl)n1CC1CCCO1 (stereo not drawn) | 14 | -16 | -17 | 1 | -4 | -7 | 3 | 7
CNc1ccccc1C(=O)OCC(=O)c1ccc(F)cc1 | -32 | -12 | 9 | 15 | -9 | 11 | -9 | -1
CCCS(=O)(=O)N1CCC(C(=O)NCCc2ccc(C)cc2)CC1 | 9 | 15 | 8 | 8 | 0 | 3 | -3 | -6
CCN(C(=O)c1cc2c(=O)[nH]c3ccc(C)cc3c2s1)c1cccc(C)c1 | -32 | 2 | 21 | -4 | 4 | -2 | 44 | -2
C#CCOCCOCCOCCNc1nc(N2CCN(C(=O)[C@H](Cc3ccc(O)cc3)n3cc([C@@H](N)C(C)CC)nn3)CC2)nc(N2CCN(C(=O)[C@H](CCCCN)n3cc([C@@H](N)CO)nn3)CC2)n1 (stereo partly drawn) | 5 | -4 | -2 | 3 | 32 | -16 | 3 | -8
CCC(Oc1ccccc1OC)C(=O)Nc1ccc2c(c1)OCCO2 (stereo not drawn) | 0 | -8 | -2 | -5 | -1 | 4 | 9 | 17
O=c1cc[nH]c2c1ccc1cccnc12 | 5 | -1 | 0 | -7 | -12 | 4 | 13 | -2
COc1cc(-c2nc3ccccn3c2N)ccc1O | 9 | 12 | 10 | -5 | 6 | 0 | 5 | -3
COc1ccc(C2CC2/C(=N/O)c2ccccc2)cc1 (stereo not drawn) | -48 | -3 | -4 | -9 | 1 | 15 | -43 | -35
N#CC1=C(N)Oc2n[nH]c(-c3ccccc3)c2C1c1cccc(OC(=O)N2CCOCC2)c1 (stereo not drawn) | -15 | 0 | 16 | 7 | 4 | 11 | 9 | 10

Whole records, quoted from the list. Values in the order: 697 NFkB inh | EBI2 antag | CCR6 antag | SENP8 block | UBC13 inh | Apaf1 inhib | Jurkat NFkB inh | Gli-Sufu block
Shown for `C=CC1CN(CC(=O)OC)S(=O)(=O)c2ccccc21` (stereo not drawn) = 13 | 6 | 3 | -3 | 6 | -3 | -14 | -14
Shown for `O=C(NCC(=O)N1CCOCC1)c1ccc(Cl)c(Cl)c1` = 1 | 1 | 4 | 2 | 4 | -5 | -2 | -19
Shown for `COc1ccc(N(CC(=O)NCCSC2CCCCC2)S(C)(=O)=O)c(OC)c1` = 3 | -2 | -5 | -2 | -4 | -1 | 0 | 4
Shown for `C#CCOCCOCCOCCNc1nc(N2CCN(C(=O)[C@H](Cc3ccc(O)cc3)n3cc([C@@H](N)C(C)CC)nn3)CC2)nc(N2CCN(C(=O)[C@H](CCCCN)n3cc([C@@H](N)CO)nn3)CC2)n1` (stereo partly drawn) = 5 | -4 | -2 | 3 | 32 | -16 | 3 | -8
Shown for `CC(=O)c1ccc(NC2=C(N3CCOCC3)C(=O)c3ccccc3C2=O)cc1` = -38 | -16 | 13 | 29 | -52 | 80* | -22 | 4
